Screening data from PubChem.
M17LAP inhibition – P. falciparum M17LAP inhibitors, primary screen, biochemical, fluorogenic H-Leu-NHMec substrate, 1536-well (AID 1619) | recombinant M17LAP, H-Leu-NHMec fluorogenic kinetic assay; higher % means a stronger effect | inhibition, % at 30 µM, or IC50 in µM where a hit was titrated | hit rate 0.38% among 220,000;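 active = compound inhibiting the enzyme by more than half at any dose during confirmatory dose-response retesting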;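 note: plate controls were full reaction with DMSO carrier for no effect and no enzyme background for full effect; strong numbers were not always called active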
b-catenin transl – modulators of beta-catenin nuclear translocation. HeLa beta-catenin nuclear translocation, immunofluorescence imaging. nuclear translocation activity, % at 5 µM. hit rate 0.3% among 190,000;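 active = nuclear translocation activity above 50% at 5 µM, with a well cell count of 50 or more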;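 note: per-cell ratio of nuclear to cytoplasmic median beta-catenin stain intensity; plate controls were DMSO negative control for no effect and GSK-3 inhibitor IX positive control for full effect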
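System: Human HeLa cells, endogenous beta-catenin | Compound dosing: 5 µM primary, 0.02–20 µM confirmation | Timing: 24 h compound exposure at 37°C, 5% CO2 | Measured by: Fluorescence imaging of beta-catenin antibody stain plus DAPI | Read-out basis: % activation of per-cell nuclear versus cytoplasmic median beta-catenin signal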
MT stabilizer – stabilizes microtubules in HeLa cells; HeLa tubulin immunostaining HCS, 24 h; share of cells brighter than vehicle mean+2SD; AID 2205; % tubulin-high responders, % at 10 µM; hit rate 0.83% among 200,000;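 active = plate Z-score above 3 for both tubulin-high and condensed-nucleus cell shares, with cell loss under 80%, at 10 µM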;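 note: anti alpha tubulin signal scored within the nucleus-defined area of each cell; some results filed as inactive read as strong as hits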
NOD1 NF-kB reporter – inhibition of NOD1-driven NF-kB reporter – cell-based, luminescence, uHTS, primary screen (AID 1578); NOD1-driven NF-kB luciferase reporter cells, luminescence; higher % means a stronger effect; inhibition, % at 4 µM; hits with a dose series show EC50 in µM; hit rate 1% among 290,000; in the data active = inhibition mostly above about 36%, no sharp cut-off; inactive = mostly below about 34%;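 note: HEK-293T reporter cells stimulated with the NOD1 agonist gamma-tri-DAP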
Autophagy HCS – modulators of autophagy | MEF GFP-LC3 puncta imaging; test concentration mostly 10 µM | calls only at 10 µM (by protocol) | hit rate 0.98% among 190,000 | AID 463193;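 active = percentage of spot-positive cells more than 3 SD above its plate mean, without a fluorescence outlier flag or 80% toxicity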;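 note: spot-positive cell cutoff set from DMSO-treated cells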
HEK293 NOD2/NF-kB – NOD2 signaling inhibitors, cell-based, luminescence, uHTS, HEK293 (AID 1566). HEK293 NOD2/NF-kB luciferase reporter, luminescence; higher % means a stronger effect. one-dose inhibition, % at 4 µM; EC50 in µM for titrated hits. hit rate 0.63% among 290,000; in the data active = inhibition above about 50%; note: many of its hits are not listed in these tables
Dynein cargo inh – blocks dynein driven cargo transport along microtubules; 3617.4 mouse cells, GR-EGFP nuclear translocation imaging; test concentration mostly 20 µM; stimulated with dexamethasone, 1 µM; stronger effect = lower value; z-score, hits read low; hit rate 0.47% among 220,000; AID 1381;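 active = plate z-score of nuclear minus cytoplasmic receptor signal below a set negative limit, without overly bright fluorescence or cell loss, cut at about -3.5 in these data, passing the limit was not always enough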;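 note: z-score of nuclear minus cytoplasmic ring GR-EGFP intensity difference per well; some compounds called inactive have numbers as strong as hits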
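Buffer or medium: tetracycline-free induction medium containing charcoal-stripped FBS / Reagent: dexamethasone agonist, 1.0 µM final, for 30 min / Technique: automated 10x imaging of fixed Hoechst-stained cells / Times: induction 48 h, compound 1 h, agonist 30 min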
Yfh1-depleted yeast – enhancers of respiration in Yfh1-depleted yeast, dose response, Friedreich's ataxia, plus single-dose screen (AID 1465); S. cerevisiae Yfh1-off respiration, WST-1 reduction, 72 h; higher fold induction means a stronger effect; one-dose fold induction at 50 µM; EC50 in µM for titrated hits; hit rate 0.074% among 220,000;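 active = fold induction of absorbance versus untreated yeast above a set limit, then at least 30% activation at any dose in follow-up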;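 note: activators that raise dye reduction in frataxin-depleted yeast; strong numbers were not always called active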
Ins promoter up – MIN6 insulin promoter up-regulation | MIN6 insulin promoter-GFP reporter, high-content imaging; stronger effect = higher value | z-score at 5 µM | hit rate 0.3% among 190,000 | AID 1625;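 active = z-score above 3 at 5 µM with at least 500 cells counted in the well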
Dynein cargo inh cytoplasmic EGFP – second read-out of Dynein cargo inh, no call of its own (marks repeat the call); z-score; measured here: cytoplasmic GR-EGFP intensity; stronger effect = higher value
Dynein cargo inh nuclear GR-EGFP – recorded beside Dynein cargo inh, whose call it bears; z-score; measured here: nuclear GR-EGFP intensity;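 lower value marks the stronger effect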
Dynein cargo inh cell count – second read-out of Dynein cargo inh, no call of its own (marks repeat the call); z-score; measured here: cell count per field
Ins promoter up cell count – second read-out of Ins promoter up, no call of its own (marks repeat the call); cell count; measured here: cytotoxicity, nuclei count;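 total cells summed across four imaged fields per well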
b-catenin transl cell count 5 µM – second read-out of b-catenin transl, no call of its own (marks repeat the call); cell count; measured here: cell count, cytotoxicity flag
MT stabilizer Hoechst-high % – recorded beside MT stabilizer, whose call it bears; % Hoechst-high responders; measured here: nuclear condensation Hoechst responders;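 share of cells brighter than vehicle mean plus two SD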
MT stabilizer cytotoxicity % – second read-out of MT stabilizer, no call of its own (marks repeat the call); toxicity, %; measured here: cytotoxicity by cell density;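 0% = mean cell density of plate MIN control wells and 100% = no cells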
Autophagy HCS cell loss 18 h – second read-out of Autophagy HCS, no call of its own (marks repeat the call); toxicity, %; measured here: cell loss, nuclei count;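 cell loss after 18 h compound exposure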
The depositor's hits bear a star; i = inactive; x = not tested or not shown; + = active, no number.

Every second line gives: b-catenin transl cell count 5 µM	Yfh1-depleted yeast	b-catenin transl	Ins promoter up	HEK293 NOD2/NF-kB	MT stabilizer cytotoxicity %	Ins promoter up cell count	Autophagy HCS	Dynein cargo inh nuclear GR-EGFP	Dynein cargo inh cell count	MT stabilizer	Dynein cargo inh	M17LAP inhibition	MT stabilizer Hoechst-high %	Dynein cargo inh cytoplasmic EGFP	Autophagy HCS cell loss 18 h	NOD1 NF-kB reporter
- Cc1ccc(Cn2c(=N)n(CC(=O)c3ccccc3)c3ccccc32)cc1
    1482	i	1.6	-6.3	15%	9.6	770	+	1.5	-1.8	2.4	2.7	-12%	2.9	0.35	4.1*	-18%
- c1ccc(N2CCN(c3nc(-c4ccccn4)nc4ccccc34)CC2)cc1
    1432	i	4.3	-3.1	2%	1.2	821	i	-0.11	0.46	2.7	-0.8	7%	1.6	-0.22	-4	-7%
- O=[N+]([O-])c1ccc2[nH]c(O)c(N=NC(=S)NCC3CCCO3)c2c1 (stereo not given)
    485	i	-2.6	-0.25	15%	7.1	1243	i	-0.24	-0.15	1.9	0.18	15%	2.3	-0.27	0	-24%
- CCOC(=O)N1CCN(C(=O)COc2cccc3c2CCN(Cc2ccc(F)cc2)C3=O)CC1
    1140	x	2.4	-0.14	-27%	6.3	1392	i	-0.073	0.3	4.5	0.29	12%	3.6	-0.29	1	-9%
- O=C1CCCCC(=O)c2ccccc2N1
    1148	i	-0.4	0.07	-11%	3.7	1405	i	-1	1	3.2	-1	-1%	2.0	-0.24	-3	-15%
- COc1ccc(C)cc1NC(=O)C(Sc1nnc(Nc2ccccc2F)s1)c1ccccc1 (stereo not given)
    1105	i	1.0	0.09	-6%	3.8	1476	i	-0.15	0.46	2.3	-0.69	-1%	1.7	-0.23	4	-30%
- CCCCn1nc(-c2ccccc2)c2nc3ccccc3nc21
    1477	i	-0.3	x	12%	2.5	x	+	-1.1	1.1	2.1	-1.5	2%	1.9	0.15	7.3*	-42%
- COc1ccc(-c2nn(-c3ccccc3)cc2CNCCN2CCOC2=O)c(F)c1
    1508	i	1.1	-0.41	1%	8.0	1207	i	0.38	-0.85	1.7	0.94	-14%	3.8	-0.14	12	-30%
- Cn1c(CNc2nc(-c3ccccc3)cs2)nnc1SCC(=O)OC1CCCCC1
    1169	i	0.0	x	2%	4.7	x	i	-0.066	0.4	2.8	-0.63	6%	3.1	-0.2	9	-45%
- CC(C)CCOc1ccc(C(CC(N)=O)C(=O)O)cc1 (stereo not given)
    1128	i	-2.8	-0.62	13%	2.0	907	i	0.3	-0.48	4.5	0.38	19%	2.7	-0.22	1	-6%
- COC(=O)c1c(NS(=O)(=O)c2ccccc2)csc1C
    1300	i	0.8	-0.59	2%	x	1037	x	0.6	-0.76	x	1.3	-4%	x	-0.21	x	-11%
- Cc1cccc(N2CCN(S(=O)(=O)c3ccc4[nH]c(=O)c(=O)[nH]c4c3)CC2C)c1 (stereo not given)
    x	x	x	0.06	-1%	4.0	1108	i	1	-1.6	1.7	1.7	20%	1.5	-0.052	-3	2%
- COc1ccc2[nH]c(C)c(CCNC(=S)Nc3ccccc3C)c2c1
    579	x	-3.3	-0.54	-7%	6.9	1256	i	0.23	1	2.4	-0.88	14%	2.5	-0.16	2	-12%
- Cc1ccc(NC(=O)C(=O)NCC2CCCO2)cc1 (stereo not given)
    920	i	-0.8	-0.45	-45%	6.4	1582	i	0.98	-0.13	5.2	0.61	0%	2.8	-0.25	5	18%
- Cc1ccccc1CSCC(=O)NC1CCCC1
    1266	i	-3.7	0.15	-12%	5.8	982	i	0.13	1	3.5	-0.28	-4%	2.0	-0.15	5	-29%
- COc1ccc(/C(C)=N/NC(=O)CNC(=O)c2cccs2)cc1OC
    1070	i	0.0	-0.96	3%	8.1	1258	i	0.13	-0.14	2.8	0.24	10%	0.7	-0.32	-4	-20%
- O=C(NN1C(=O)/C(=C\c2ccc(O)c([N+](=O)[O-])c2)SC1=S)c1ccccc1Cl
    1358	i	0.8	-0.33	32%	x	1450	x	0.97	-2.5	x	2.5	78%	x	-0.16	x	2%
- COc1cc2c(cc1OC)C(Cc1ccc(O)cc1)N(C)CC2 (stereo not given)
    607	i	-1.2	-0.25	-10%	7.5	1240	i	-1.8*	1.2*	2.4	-4.7*	9%	2.3	0.89*	-8	-14%
- C=CCOC(=O)C1=C(C)NC(=O)NC1c1cn(-c2ccccc2)nc1-c1cccs1 (stereo not given)
    996	i	0.0	0.35	10%	0.8	1779	i	-0.24	0.89	3.7	-0.32	-3%	1.5	-0.23	-8	0%
- O=C1N(Cc2cccc(Cl)c2)C[C@@H]2C[C@@H](c3cccc4cccnc34)N3CCC[C@@]123
    1023	i	-1.8	0	-7%	7.3	1511	i	1.2	-1.7	3.2	2.5	4%	1.8	-0.028	7	-14%

Reprinted from the part before: 2 entries; new compounds follow.
Every second line gives: b-catenin transl cell count 5 µM	Yfh1-depleted yeast	b-catenin transl	Ins promoter up	HEK293 NOD2/NF-kB	MT stabilizer cytotoxicity %	Ins promoter up cell count	Autophagy HCS	Dynein cargo inh nuclear GR-EGFP	Dynein cargo inh cell count	MT stabilizer	Dynein cargo inh	M17LAP inhibition	MT stabilizer Hoechst-high %	Dynein cargo inh cytoplasmic EGFP	Autophagy HCS cell loss 18 h	NOD1 NF-kB reporter
- C=CCOC(=O)C1=C(C)NC(=O)NC1c1cn(-c2ccccc2)nc1-c1cccs1 (stereo not given)
    996	i	0.0	0.35	10%	0.8	1779	i	-0.24	0.89	3.7	-0.32	-3%	1.5	-0.23	-8	0%
- O=C1N(Cc2cccc(Cl)c2)C[C@@H]2C[C@@H](c3cccc4cccnc34)N3CCC[C@@]123
    1023	i	-1.8	0	-7%	7.3	1511	i	1.2	-1.7	3.2	2.5	4%	1.8	-0.028	7	-14%
- CCOC(=O)CN1CC23C=CC(O2)C(C(=O)NC2CCCC2)C3C1=O (stereo not given)
    1077	i	0.9	0.48	-2%	7.5	1923	i	0.03	1.4	1.8	-0.13	4%	1.3	-0.25	9	-8%
- S=C(NCc1ccco1)N/N=C/c1ccccc1Cl
    538	i	-1.7	-0.14	1%	5.4	1155	i	0.094	-0.34	3.9	0.81	14%	3.9	-0.29	-2	47%
- CC1(C)SCC(C(=O)O)N1C=O (stereo not given)
    1080	i	-2.1	-1	0%	7.1	1233	i	0.46	-0.3	2.1	0.23	1%	1.4	-0.33	-3	-12%
- CCN=C1SC(CC(=O)Nc2sc3c(c2C#N)CCCC3)C(=O)N1CC (stereo not given)
    828	i	-3.3	-0.23	-1%	7.3	1140	i	0.23	0.21	3.5	-0.035	5%	2.8	0.17	-9	-4%
- COC(=O)c1cc(Br)ccc1-c1ccc(/C=N/n2nnnc2N)o1
    x	i	x	-2.3	28%	11	1141	i	-0.2	-0.22	2.6	-0.033	17%	2.2	-0.2	-1	8%
- O=C1OCc2cc(NS(=O)(=O)c3cccs3)ccc21
    1180	i	-2.2	0.36	5%	4.2	1338	i	-0.69	0.064	3.5	-1.1	7%	1.9	-0.2	5	-14%
- O=C(COc1ccc(S(=O)(=O)NCc2ccccc2)cc1)N1CCOCC1
    1006	i	2.0	0.17	2%	2.6	1143	i	-0.63	-0.12	2.5	-0.4	6%	1.6	-0.2	4	-20%
- CCCN1C(=O)/C(=C/c2ccc(C)s2)SC1=Nc1ccc(OC)cc1
    1342	i	-0.3	-0.21	9%	9.4	1523	i	1.1	-0.086	2.5	1.2	-4%	1.8	-0.2	-32	x
- CC(=O)N1CCCN(Cc2cn(-c3cccc(C)c3)nc2-c2cccc(F)c2)CC1
    1306	i	0.7	-0.42	-5%	x	1062	x	-0.45	0.89	x	-0.71	4%	x	-0.24	x	-10%
- C=C(C)c1cccc(C(C)(C)NC(=O)N2CCCC(C)C2)c1 (stereo not given)
    410	i	-0.2	x	18%	2.5	x	i	-0.38	0.25	3.6	-0.44	-11%	2.6	-0.25	-1	-8%
- Cc1ccc(NC(=O)CN2C(=O)CSC2=O)cc1
    579	i	-5.8	-0.63	0%	2.2	1318	i	-0.14	-0.46	3.5	0.34	37%	1.0	-0.087	1	-36%
- CC1(CC(=O)O)SC(=O)NC1=O (stereo not given)
    x	i	x	x	-11%	14	x	i	-0.23	0.18	2.1	-0.57	7%	1.7	-0.2	-13	-3%
- Clc1ccc(OCCOCCN2CCCCC2)c(Br)c1
    1404	i	-0.1	0.06	-2%	5.6	1436	i	-0.16	0.052	2.6	-0.077	20%	1.3	-0.19	12	15%

The list is partial; rates above refer to the full screens.
